# Pol eta inh = inhibitors of human DNA polymerase eta | recombinant Pol eta, fluorescent DNA replication assay | Potency, µM (series often up to 114 µM), for inactives: at the highest dose activity change, negative = inhibition, actives largely listed as inhibitors | 1.2% of 390,000 active | AID 588591; also: % is scaled to controls: 0 for no effect and ±100 for the full control effect
# Target sequence (Q9Y253 whole entry, looked up): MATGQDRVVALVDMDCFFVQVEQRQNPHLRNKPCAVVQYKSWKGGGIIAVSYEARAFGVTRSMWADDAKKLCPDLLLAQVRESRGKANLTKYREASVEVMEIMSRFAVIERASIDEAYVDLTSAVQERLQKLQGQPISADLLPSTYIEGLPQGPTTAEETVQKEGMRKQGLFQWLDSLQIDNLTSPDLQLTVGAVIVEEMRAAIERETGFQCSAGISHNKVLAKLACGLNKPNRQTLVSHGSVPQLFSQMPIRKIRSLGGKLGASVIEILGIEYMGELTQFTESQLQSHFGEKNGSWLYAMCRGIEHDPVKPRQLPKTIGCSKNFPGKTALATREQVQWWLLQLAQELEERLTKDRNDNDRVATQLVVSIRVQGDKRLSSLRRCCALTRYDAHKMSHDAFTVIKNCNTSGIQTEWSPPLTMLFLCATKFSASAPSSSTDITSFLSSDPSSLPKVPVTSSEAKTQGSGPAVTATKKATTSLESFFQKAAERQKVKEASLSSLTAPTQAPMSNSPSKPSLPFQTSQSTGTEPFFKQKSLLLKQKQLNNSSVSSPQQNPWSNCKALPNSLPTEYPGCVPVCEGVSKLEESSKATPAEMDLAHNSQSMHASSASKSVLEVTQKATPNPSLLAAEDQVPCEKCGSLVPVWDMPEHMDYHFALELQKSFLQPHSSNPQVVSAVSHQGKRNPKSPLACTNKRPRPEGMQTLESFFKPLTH
#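 Pol eta at 10 nM preincubated with compounds 15 min at room temperature; reaction started with fluorescent substrate (50 nM final) and read kinetically at 0 and 10 min.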
# Anesthetic bind = candidate novel general anesthetic via apoferritin binding | P02791 | apoferritin/1-aminoanthracene competitive binding, fluorescence | Potency, µM (highest dose often 77.5 µM), without a hit: at the highest dose activity change, negative = displacement, most hits filed as inhibitors | 0.074% of 350,000 active | AID 485281; also: % is scaled to controls: 0 for no effect and ±100 for the full control effect; nearly all actives have a fitted effect of over 20% in size
# Target sequence (P02791 2-175 limits assumed): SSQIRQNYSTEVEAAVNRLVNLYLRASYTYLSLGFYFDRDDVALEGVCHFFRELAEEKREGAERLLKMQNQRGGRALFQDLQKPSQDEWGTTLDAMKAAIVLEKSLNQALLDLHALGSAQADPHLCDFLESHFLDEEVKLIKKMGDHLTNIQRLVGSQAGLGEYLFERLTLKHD
#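 Probe: 1-aminoanthracene (50% saturated, PBS). Protein: horse-spleen apoferritin, 10 uM. Incubation: 10 min, room temperature. Detection: 380 nm excitation, 535 nm emission. Analysis: normalized response, four-parameter Hill.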
# Pol beta inh = inhibitors of human DNA polymerase beta. 1.3% of 340,000 active. Potency, µM (doses to about 114 µM), without a hit: top-dose activity change, negative = inhibition, actives largely listed as inhibitors. P06746. AID 485314. Pol beta primer extension/strand displacement, fluorescence kinetic; also: % is scaled to controls: 0 for no effect and ±100 for the full control effect
#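 Pol beta (10 nM) was preincubated with compound for 15 min at room temperature. The reaction was then started with 50 nM substrate and read immediately and after a further 10 min at room temperature.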
# Pol iota inh = inhibitors of human DNA polymerase iota. Q9UNA4. Potency, µM (doses to about 115 µM), for inactives: at the highest dose activity, negative = inhibition, most hits filed as inhibitors. Pol iota fluorescent replication assay, 10 min. 1% of 390,000 active
#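 Fluorescent replication assay read twice, at 0 min and 10 min after adding 50 nM (final) substrate. Enzyme (10 nM) and compounds were first incubated 15 min at room temperature; enzyme-free buffer wells were negative controls.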
# POLK inh = blocks human DNA polymerase kappa activity | purified Pol kappa, fluorescent DNA synthesis assay, 10 min | 0.53% of 400,000 active | Potency, µM (titrated, usually from 107 µM), inactives show top-dose activity, negative = inhibition, most hits filed as inhibitors | Q9UBT6; also: % is scaled to controls: 0 for no effect and ±100 for the full control effect
#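 10 nM Pol kappa was preincubated with compounds for 15 min at room temperature. Reaction started with 50 nM (final) substrate. Fluorescence read kinetically at 0 and 10 min.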
# APE1 inh = blocks human APE1 abasic DNA cleavage. Potency, µM (top dose mostly 65.8 µM), without a hit: top-dose activity change, negative = inhibition, actives largely listed as inhibitors. P27695. recombinant APE1, TAMRA/BHQ-2 abasic DNA cleavage fluorescence. AID 2517. 0.35% of 350,000 active;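 also: plate controls were vehicle for no effect and reference inhibitor for full effect; nearly all actives have a fitted effect of over 55% in size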
#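 Readout is kinetic fluorescence (ex 525, em 598 nm) from cleavage of 50 nM TAMRA/BHQ-2 THF abasic duplex by 0.75 nM APE1, compound added 15 min beforehand at RT.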
# G9a inh = blocks human histone lysine methyltransferase G9a. 8.8% of 350,000 active. AID 504332. Potency, µM (highest dose often 102 µM), inactives show top-dose activity, negative = inhibition, actives largely listed as inhibitors. Q96KQ7. G9a H3K9 monomethylation, AlphaScreen, 2 h; also: % is scaled to controls: 0 for no effect and ±100 for the full control effect; nearly all actives have a fitted effect of over 75% in size
#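 G9a (20 nM) was preincubated 15 min with compound, then reacted 2 h at room temperature with 500 nM biotin-H3K9 peptide and 20 µM SAM. Monomethyl-H3K9 detected by AlphaScreen using anti-H3K9me1 antibody.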
# BAZ2B block = inhibitors of human BAZ2B bromodomain; 4.4% of 360,000 active; AlphaScreen BAZ2B-H3K14Ac peptide displacement; AID 504333; Potency, µM (titrated, usually from 114 µM), for the others: at the highest dose activity change, negative = inhibition, usual class: inhibitors; also: % is scaled to controls: 0 for no effect and ±100 for the full control effect; nearly all actives have a fitted effect of over 60% in size
#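 AlphaScreen displacement of biotin-H3(5-23)K14Ac peptide (50 nM final) from BAZ2B (50 nM final) in PBS pH 7.4, 0.01% Tween-20; complex preformed 30 min RT, then compounds (top 110 uM) 30 min RT, beads 20 min dark.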
# BLM helicase inh = Bloom syndrome helicase (human) inhibition. P54132. recombinant BLM DNA unwinding, fluorescence dequenching. Potency, µM (titrated, usually from 56.1 µM), for the others: at the highest dose activity change, negative = inhibition, actives largely listed as inhibitors. 0.2% of 350,000 active;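 also: plate controls were vehicle for no effect and no enzyme for full effect; nearly all actives have a fitted effect of over 35% in size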
# Numbers without * were called inactive; ? = inconclusive; · = not tested or not shown; & = joins results of further samples; [ ] = dose if it differs, or a comment. Calls follow the shape of the dose curve; as a rule, active = well fitted curve in the direction sought with a large enough effect; inconclusive = small, poorly fitted or top-dose-only effect, or another doubt; inactive = no such curve, though single readings can be large; an effect the other way counts as inactive or inconclusive. Potency is read from the fitted curve at half-maximal effect.
Structure	Pol eta inh	BLM helicase inh	APE1 inh	G9a inh	BAZ2B block	Anesthetic bind	Pol beta inh	POLK inh	Pol iota inh
Cc1cc(C)c(S(=O)(=O)Nc2nnc(CC(C)C)s2)c(C)c1	1%	3%	-2%	·	3%	-6%	4%	6%	5%
COc1cc(C(=O)NCC(=O)NC(C)c2ccc(-n3ccnc3)cc2)cc(OC)c1OC (centres undefined)	-12%	·	23%	-40%	7%	·	·	-12%	-3%
CN(CC(=O)NCCN1CCN(c2ccccc2)CC1)S(=O)(=O)c1ccc2c(c1)CCC(=O)N2	?	-2%	-2%	-5%	3%	-5%	-3%	7%	7%
CCN(C(=O)CSc1nnc(SC(C)C)s1)C1CCS(=O)(=O)C1 (centres undefined)	-17%	·	10%	2%[59 µM]	11%	·	·	-1%	16%
C=CCn1c(O)c(N=NC(=O)c2ccccc2NS(=O)(=O)c2cccs2)c2ccccc21	-14%	-3%	-1%	45µM*	25%	8%	-21%[57.1 µM]	-11%	3%
O=C(CSc1nnc2c(Cl)cc(Cl)cn12)N1CCN(c2ccc(F)cc2)CC1	-18%	-1%	-3%	?	-22%	-10%	29%	2%	7%
O=C(CCC(=O)N1CCSc2ccccc21)NCc1ccccc1Cl	·	-4%	·	9%[59 µM]	-18%	-12%	8%	8%	4%
O=C(c1ccc(C(F)(F)F)cc1)C1CCCN(C(=O)CCc2ccncc2)C1 (centres undefined)	-12%	2%	-2%	8%[0.0925 µM]	-4%	-20%	-4%	-7%	0%
O=C(NC1CCCc2ccccc21)C1CCCN(S(=O)(=O)c2cnc[nH]2)C1 (centres undefined)	-18%	3%	-6%	3%	-1%	1%	-14%	5%	24%
CSc1ccc(/C=c2\s/c(=C\C(=O)C(C)(C)C)n(CC(=O)NCCC3=CCCCC3)c2=O)cc1	-17%	5%	2%	5%	-3%	3%	4%	-6%[60.1 µM]	12%
CCOC(=O)c1ccccc1NS(=O)(=O)c1ccc(OCC)cc1	-18%	1%	9%	54%[activator]	29%	14%	5%	-6%	16%
CCOC(=O)c1ccc(CN2C(=O)c3ccccc3S2(=O)=O)cc1	-11%	-2%	13%	-9%[59 µM]	8%[0.457 µM]	-20%	8%	3%	2%
C=C(C)COc1ccc(-c2nc(N)nc(C)c2Oc2ccccc2OC)c(O)c1	-31%	-13%	-7%	27%[2.33 µM]	7%	52%[activator]	21%	-15%	16%
O=c1[nH]cnc2c1sc1nc(C(F)F)cc(-c3ccccc3)c12	-3%	·	-17%	23%[12.7 µM]	6%	·	·	-6%	13%
N#Cc1ccc(NC(=O)COC(=O)CNC(=O)C2CCCCC2)cc1	-2%	-1%	1%	9%	-15%	8.9µM*	4%	-3%	10%

# (cont.)
Structure	Pol eta inh	BLM helicase inh	APE1 inh	G9a inh	BAZ2B block	Anesthetic bind	Pol beta inh	POLK inh	Pol iota inh
COc1ccc(N(C(=O)c2cc3ccccc3oc2=O)C2C=CS(=O)(=O)C2)cc1 (centres undefined)	-3%	-5%	-7%	3%	-30%	-9%	-21%	6%	14%
O=C(CC1CCCCC1)N=C1SC2CS(=O)(=O)CC2N1c1ccccc1 (centres undefined)	-8%	1%	11%	35%	4%	8%	24%	-2%	21%
Cc1cccc(OC(C)C(=O)Nc2ccc(N3CCCCC3)cc2)c1 (centres undefined)	-19%	·	12%	22µM*	?	·	·	-9%	47%[activator]
S=c1[nH]cc(-c2ccccc2)[nH]1	-12%	0%	?	-130%[59 µM]	-8%	0%	6%	2%	38%[activator]
CN(C)/C=C1/Nc2ccccc2C1=O	-5%	2%	1%	?	?	-1%	-6%	-11%	28µM*
O=c1cc(N2CCCCCC2)[nH]c(=O)n1-c1ccc(Cl)cc1	-12%	0%	-7%	3%	1%	-6%	32%	-2%	4%
COc1ccc(OC)c(C2=NOC(C(=O)Nc3ccc4c(c3)OCCO4)C2)c1 (centres undefined)	-13%	-2%	7%	9%	?	-6%	28%	-22%	10%
CS(=O)(=O)n1nc(-c2ccco2)nc1N	-8%	1%	5%	16%	-30%	-1%	0%	2%	40%[activator]
O=C(NCc1ccco1)C1CC(=O)N(CCc2ccccc2)C1 (centres undefined)	?	-15%	?	-27%[59 µM]	-30%	?	?	-27%	-3%
CC(C)N(C)C(=O)C(=O)c1cccn1-c1cccc(Cl)c1C#N	-2%	-3%	7%	-13%[59 µM]	5%	-7%	4%	-5%	-27%
CSc1ccc(C(C(C(=O)c2cccs2)N2CCOCC2)N2CCOCC2)cc1 (centres undefined)	-18%	-7%	-4%	?	-8%	-11%	36%	-2%	14%
O=C(Cn1nc(-c2ccc(Cl)cc2)ccc1=O)NCCN1CCOCC1	-15%	3%	0%	-22%	-3%	?	21%	10%	11%
CCOC(=O)c1cc(C(=O)c2cccs2)n2ccc(C(C)=O)cc12	?	1%	-1%	16%	40%[activator]	-13%	-12%	8%	5%
COc1ccc(N=Nc2cnc(C)nc2-c2ccccc2)cc1	-20%	-6%	-3%	14µM*	20µM*	-1%	7%	0%	18%
CCc1cccc(NC(=O)CCCN2C(=O)C(c3ccccc3)Oc3cccnc32)c1 (centres undefined)	?	-8%	-1%	26%[0.0925 µM]	-2%	-1%	1%	-11%	43%[activator]

# Other records follow:
Structure	Pol eta inh	BLM helicase inh	APE1 inh	G9a inh	BAZ2B block	Anesthetic bind	Pol beta inh	POLK inh	Pol iota inh
CCOC(=O)c1cc2c3ccccc3n(CC)c2nc1N	-5%	2%	5%	3%[2.33 µM]	48%[activator]	63%[activator]	-4%	-12%	10%
O=C(C[C@@H]1C/C=C\C[C@H](NC(=O)OCC2c3ccccc3-c3ccccc32)C(=O)OC[C@@H]2CCCN2C1=O)NCCO	-5%	·	9.5µM*	·	·	·	·	-22%	-1%
CCOc1ccc2nc(NS(=O)(=O)c3ccc4c(c3)n(C)c(=O)n4C)sc2c1	-17%	0%	-9%	?	56µM*	-10%	19%	-10%	0%
Cc1nc2cc3nc(C)sc3cc2s1	-1%	3%	-5%	7.1µM*	-7%	-11%	15%	0%	8%
C=CCN1C(=S)N[C@@H]2CS(=O)(=O)C[C@@H]21	-18%	-3%	-3%	17%[59 µM]	-1%	-8%	-1%	-3%	129%[activator]
CCCCCNC(=O)N[C@H](C(=O)O)C(C)C	-13%	-7%	4%	-37%	-15%	-9%	0%	-12%	22%
Cc1nn(Cc2c(Cl)cccc2Cl)c(Cl)c1/C=C/C(=O)OCC(=O)NCC(F)(F)F	-15%	-1%	2%	?	2%	-13%	10%	-6%	8%
O=C(NC1CCCC1)C(c1ccco1)N(C(=O)c1ccco1)c1ccccc1 (centres undefined)	2%	-4%	63%[activator]	10%	-24%	3%	-3%	-17%	40%
Cc1ccn2c(=O)c(C(=O)NCCc3ccccc3)c(O)nc2c1	-15%	0%	·	26%[59 µM]	-11%	0%	?	7%	-5%
COCC1CCN(C(=O)C2CCC(=O)N(CC3CCCCC3)C2)CC1 (centres undefined)	-14%	1%	51%	77%[activator]	-5%	-9%	-1%	5%	-2%
N#Cc1nc(COc2ccc(Cl)cc2Cl)oc1N1CCN(c2ccccc2)CC1	-16%	-5%	3%	-2%[2.33 µM]	?	11%	2%	-12%	4%
CCC1CN(C(=O)N2CCC(C(=O)Nc3ccccc3F)CC2)c2ccccc2O1 (centres undefined)	3%&-14%	0%&-5%	56%	55%[activator]	-17%&-25%	?	4%	-7%&-3%	31%&23%[activator]
COC(CNC(=O)c1ccc2c(c1)nc(C)n2-c1ccc(F)c(F)c1)OC	-4%	-6%	-4%	-3%[59 µM]	2%	7%	25%	-11%	3%[58.9 µM]
N#C/C(=C/Nc1ccccc1C(=O)O)C(N)=O	-3%	-1%	2%	·	-15%	0%	39%	-19%	-11%
O=c1c2cc3c(nc2ncn1Cc1ccc(Cl)cc1)CCCC3	0%	-1%	·	1%[59 µM]	0%	-1%	1%	-9%[60.1 µM]	15%

# Next entries:
Structure	Pol eta inh	BLM helicase inh	APE1 inh	G9a inh	BAZ2B block	Anesthetic bind	Pol beta inh	POLK inh	Pol iota inh
CCOC(=O)N1CCc2c(sc3c2c(=O)n(CCc2ccccc2)c(=O)n3CC(=O)Nc2cccc(C)c2)C1	-24%	-7%	·	9%[59 µM]	-5%	4%	19%	-1%	32%
CCOc1ccc(-c2c(C(=O)N/N=C/c3cccs3)nnn2-c2nonc2N)cc1	-4%	-5%	-13%	·	?	-12%	11%	-23%	-16%
Cc1cc(C)c2c(CC(=O)O)coc2c1	0%	1%	0%	-8%	10%	-5%	9%	-7%	1%
CC(C)(C)SCCNC(=O)c1ccc(CN2CCc3ccccc3C2)cc1	-20%	-11%	14%	2%	-4%	-12%	5%	-8%	176%[activator]
CC[C@@]12C(=O)N(c3ccc(C)cc3)C(=O)N1[C@H](c1ccc(OC)cc1)[C@@H]1C(=O)N(C(C)(C)C)C(=O)[C@@H]12	-19%	-1%	32%	9%	-10%	-16%	19%	2%	29%
O=C(CCCn1c(SCc2cc(=O)n3cc(Cl)ccc3n2)nc2ccccc2c1=O)NCC1CCCO1 (centres undefined)	-15%	-11%	-7%	4%[59 µM]	10%	28%	-27%	-7%	-1%

# Reformatted as labelled records: two of the compounds above.
CCOC(=O)N1CCc2c(sc3c2c(=O)n(CCc2ccccc2)c(=O)n3CC(=O)Nc2cccc(C)c2)C1
  Pol eta inh: -24%
  BLM helicase inh: -7%
  APE1 inh: ·
  G9a inh: 9%[59 µM]
  BAZ2B block: -5%
  Anesthetic bind: 4%
  Pol beta inh: 19%
  POLK inh: -1%
  Pol iota inh: 32%

CC(C)(C)SCCNC(=O)c1ccc(CN2CCc3ccccc3C2)cc1
  Pol eta inh: -20%
  BLM helicase inh: -11%
  APE1 inh: 14%
  G9a inh: 2%
  BAZ2B block: -4%
  Anesthetic bind: -12%
  Pol beta inh: 5%
  POLK inh: -8%
  Pol iota inh: 176%[activator]

# Screening results: PubChem BioAssay, National Center for Advancing Translational Sciences (NCATS)

# Only part of the results is shown; rates above refer to the full screens.
